Assay outcomes from PubChem.
Candida biofilm: kills Candida albicans biofilms | C. albicans biofilm + clotrimazole, Alamar Blue | hit rate 0.14% among 85,000 | AID 834 | inhibition, % at 6 µM;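 active = inhibition above 20%; inactive = inhibition below 20%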;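 also: preformed 24 hr biofilms exposed to compound for 48 hr; 0% = biofilm without compound and 100% = blank killed by clotrimazole plus chlorhexidine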
cytoskel mod: modifiers of cytoskeleton assembly; hit rate 0.18% among 91,000; inhibition, % at 2 µM; HUVEC TNFa F-actin phalloidin imaging, high content; AID 836;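 active = inhibition above the batch mean plus 3 SD and confirmed as a hit by visual image inspection, cut at about 30% in these data, passing the limit was not always enough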; also: strong numbers were not always called active
ERb SRC1 inh: blocks coactivator binding to human estrogen receptor beta; Q92731; TR-FRET ER-beta LBD / SRC1-Cy5 peptide binding; receptor agonist-loaded with 1 µM estradiol; inhibition, % at 25.6 µM; hit rate 1.3% among 86,000; AID 633;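 active = compounds whose percent inhibition of the receptor-coactivator binding signal exceeds about 50% in the single-dose screen, limit read from the data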;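 also: 0% = receptor plus peptide wells without compound and 100% = peptide-only wells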
Smad3 FoxH1 inh: inhibitors of human Smad3 transcription factor binding. inhibition, % at 25 µM. P84022. AID 630. hit rate 0.29% among 88,000. TR-FRET Smad3/Dy647-FoxH1 peptide binding, europium anti-His;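 active = compounds that reduce the energy-transfer binding signal between the protein and its labelled peptide by more than half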;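 also: 0% = Smad3 plus labelled peptide maximal FRET and 100% = peptide-only background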
Target sequence (P84022 whole entry, looked up): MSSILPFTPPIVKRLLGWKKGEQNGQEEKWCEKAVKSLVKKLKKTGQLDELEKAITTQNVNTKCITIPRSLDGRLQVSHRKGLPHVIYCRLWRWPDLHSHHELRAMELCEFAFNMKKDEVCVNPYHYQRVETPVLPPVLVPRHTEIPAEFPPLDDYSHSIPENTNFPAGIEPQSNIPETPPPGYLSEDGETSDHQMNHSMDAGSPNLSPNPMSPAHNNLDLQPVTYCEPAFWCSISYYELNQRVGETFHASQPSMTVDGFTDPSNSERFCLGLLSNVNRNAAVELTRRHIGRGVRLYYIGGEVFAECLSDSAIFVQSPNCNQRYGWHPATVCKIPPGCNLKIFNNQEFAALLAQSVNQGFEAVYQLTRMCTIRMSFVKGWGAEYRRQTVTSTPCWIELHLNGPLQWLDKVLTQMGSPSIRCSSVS
HUVEC tox IL1B: HUVEC cytotoxicity counter-screen, IL-1B stimulated. HUVEC cell count loss, Hoechst imaging. cell count reduction, % at 2 µM. hit rate 0.41% among 94,000. AID 845;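 active = cell count reduction more than 3 SD above the screen-wide mean, cut at about 70% in these data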;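 also: normalized per plate to untreated control cells as the no-loss baseline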
sEH inhibitor: soluble epoxide hydrolase (human) inhibition; P34913; recombinant human sEH enzymatic activity assay; inhibition, % at 2 µM; hit rate 0.34% among 91,000; AID 707; in the data active = inhibition above about 80%; also: values of inactives mirror those of a sister screen read the other way; many of its hits are not listed in these tables
Target sequence (P34913 whole entry, looked up): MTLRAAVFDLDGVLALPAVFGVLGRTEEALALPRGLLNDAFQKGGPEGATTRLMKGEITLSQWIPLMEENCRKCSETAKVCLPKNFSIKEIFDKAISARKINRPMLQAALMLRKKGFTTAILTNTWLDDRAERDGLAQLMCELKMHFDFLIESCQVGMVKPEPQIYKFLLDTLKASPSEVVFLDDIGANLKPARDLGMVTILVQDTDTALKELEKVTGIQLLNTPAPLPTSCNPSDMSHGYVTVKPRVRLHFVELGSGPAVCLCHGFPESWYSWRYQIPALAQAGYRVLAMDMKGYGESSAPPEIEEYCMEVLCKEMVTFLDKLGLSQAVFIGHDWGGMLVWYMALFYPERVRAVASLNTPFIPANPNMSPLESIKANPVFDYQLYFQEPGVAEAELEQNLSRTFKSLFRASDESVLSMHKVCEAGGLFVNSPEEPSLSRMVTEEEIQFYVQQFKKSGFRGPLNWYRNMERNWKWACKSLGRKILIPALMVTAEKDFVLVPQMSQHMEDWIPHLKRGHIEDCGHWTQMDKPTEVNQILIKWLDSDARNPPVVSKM
TNFa cytotox: toxic to HUVEC cells under TNF alpha stimulation; HUVEC TNFalpha-stimulated, Hoechst cell count, imaging; cell count reduction, % at 2 µM; hit rate 0.17% among 93,000;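 active = cell count reduction exceeding the screen mean by over 5 SD, scaled to untreated wells per plate, cut at about 78% in these data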;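 also: cells counted after 24 h of TNF alpha exposure following the 1 h pretreatment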
VCAM1 TNFa inh: reduces TNF alpha induced VCAM1 expression in HUVEC | inhibition, % at 2 µM | HUVEC TNFa-induced VCAM-1 immunofluorescence, high-content imaging | hit rate 0.48% among 95,000 | AID 802;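 active = inhibition above the batch mean plus 3 SD, with images confirmed as a hit by eye, cut at about 37% in these data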;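 also: 0% = TNF-stimulated DMSO wells and 100% = unstimulated control wells; not every result past the cut was called active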
sEH act: increases human soluble epoxide hydrolase activity. hit rate 0.04% among 91,000. P34913. activation, % at 2 µM. purified human sEH enzymatic activity, activator screen; in the data active = activation above about 37%; also: values of inactives mirror those of a sister screen read the other way
* = called active by the depositor; [ ] = another dose, or the depositor's remark. An excerpt. The share of hits here may be higher or lower than overall.

What do the screens show for `CCn1c(CSc2nnc(C)n2-c2ccccc2)nc2cc(S(=O)(=O)N(C)C)ccc21`?
Candida biofilm: 8; cytoskel mod: 20; ERb SRC1 inh: 12[fluorescence artefact?]; Smad3 FoxH1 inh: -9; HUVEC tox IL1B: 1; sEH inhibitor: 10; TNFa cytotox: 16; VCAM1 TNFa inh: 9; sEH act: -10

What do the screens show for `CCOc1ccc(C(=O)NCC(=O)OCC(=O)N2CCC(C)CC2)cc1`?
cytoskel mod: 0; HUVEC tox IL1B: -52; sEH inhibitor: -25; TNFa cytotox: -15; VCAM1 TNFa inh: 0; sEH act: 23

What do the screens show for `Cc1cc(C)n(-c2ccc(C(=O)OCC(=O)N(CC(C)C)C3CCS(=O)(=O)C3)cc2)n1` (stereo unspecified)?
Candida biofilm: 8; cytoskel mod: -2; ERb SRC1 inh: -19[fluorescence artefact?]; Smad3 FoxH1 inh: 11; HUVEC tox IL1B: -13; TNFa cytotox: -18; VCAM1 TNFa inh: -8

What do the screens show for `CCCC(=O)Nc1c(C)nn(C(=O)CCC)c1C`?
Candida biofilm: 3; cytoskel mod: 1; ERb SRC1 inh: 3; Smad3 FoxH1 inh: -6; HUVEC tox IL1B: -11; sEH inhibitor: -8; TNFa cytotox: 7; VCAM1 TNFa inh: -11; sEH act: 10

What do the screens show for `CCCCCn1c(=O)c(C(=O)c2ccccc2)nc2ccccc21`?
Candida biofilm: 3; cytoskel mod: -1; ERb SRC1 inh: -10; Smad3 FoxH1 inh: -10; HUVEC tox IL1B: -26; sEH inhibitor: 4; TNFa cytotox: 7; VCAM1 TNFa inh: -5; sEH act: -5

Results for CC(=O)NC(CCS(C)(=O)=O)C(=O)Nc1cccc(C)c1C (stereo unspecified) ?
Candida biofilm: 0; cytoskel mod: -5; ERb SRC1 inh: -8; Smad3 FoxH1 inh: 0; HUVEC tox IL1B: -36; sEH inhibitor: -5; TNFa cytotox: 24; VCAM1 TNFa inh: 16; sEH act: 5

How did O=C(COC(=O)C12CC3CC(CC(C3)C1)C2)NC12CC3CC(CC(C3)C1)C2 do in these assays?
Candida biofilm: 3; cytoskel mod: 2; ERb SRC1 inh: -8; Smad3 FoxH1 inh: 1; HUVEC tox IL1B: -2; sEH inhibitor: 46; TNFa cytotox: -16; VCAM1 TNFa inh: -4; sEH act: -44

How did CCn1c(SCC(=O)c2ccc(Cl)cc2)nnc1C(C)C do in these assays?
Candida biofilm: 3; cytoskel mod: 10; ERb SRC1 inh: 8; Smad3 FoxH1 inh: 0; HUVEC tox IL1B: -9; sEH inhibitor: -7; TNFa cytotox: -16; VCAM1 TNFa inh: -3; sEH act: 4

How did COc1ccc(N2C(=O)CC(Sc3ncccc3C(=O)O)C2=O)cc1 (stereo unspecified) do in these assays?
Candida biofilm: 3; cytoskel mod: -8; ERb SRC1 inh: -3; Smad3 FoxH1 inh: 10; HUVEC tox IL1B: -35; sEH inhibitor: -6; TNFa cytotox: -10; VCAM1 TNFa inh: 4; sEH act: 8

How did O=C(c1cccn2c(=O)c3ccccc3nc12)N1CCN(Cc2ccc3c(c2)OCO3)CC1 do in these assays?
Candida biofilm: 1; cytoskel mod: -1; ERb SRC1 inh: -12; Smad3 FoxH1 inh: 3; HUVEC tox IL1B: 2; sEH inhibitor: -18; TNFa cytotox: -21; VCAM1 TNFa inh: -2; sEH act: 15

Results for COCCNc1cc(C)nc2c3c(C)cc(C)nc3nn12 ?
Candida biofilm: 5; cytoskel mod: -9; ERb SRC1 inh: 0; Smad3 FoxH1 inh: 1; TNFa cytotox: -14; VCAM1 TNFa inh: 14

What do the screens show for `CCOC(=O)C(CSCc1ccccc1)NC(=O)OC(C)(C)C` (stereo unspecified)?
cytoskel mod: 3; HUVEC tox IL1B: 5; sEH inhibitor: 8; TNFa cytotox: 5; VCAM1 TNFa inh: 12; sEH act: -7

How did O=C(O)c1ccc(COc2c(F)c(F)cc(F)c2F)cc1 do in these assays?
Candida biofilm: 2; cytoskel mod: 14; ERb SRC1 inh: -4; Smad3 FoxH1 inh: 5; HUVEC tox IL1B: -12; sEH inhibitor: 5; TNFa cytotox: -9; VCAM1 TNFa inh: 0; sEH act: -5

What do the screens show for `CCOC(=O)C1CCCN(C(=O)c2cc3nc(-c4cccc(OC)c4)cc(C(F)(F)F)n3n2)C1` (stereo unspecified)?
Candida biofilm: 5; cytoskel mod: 13; ERb SRC1 inh: 2; Smad3 FoxH1 inh: 2; HUVEC tox IL1B: -3; TNFa cytotox: 5; VCAM1 TNFa inh: 2

How did CCCC(=O)Nc1nc2ccc(S(N)(=O)=O)cc2s1 do in these assays?
Candida biofilm: 5; cytoskel mod: 6; ERb SRC1 inh: -6; Smad3 FoxH1 inh: -1; HUVEC tox IL1B: -27; sEH inhibitor: -8; TNFa cytotox: -14; VCAM1 TNFa inh: 12; sEH act: 7

The final two records of the part before are carried over, then new ones follow.
What do the screens show for `CCOC(=O)C1CCCN(C(=O)c2cc3nc(-c4cccc(OC)c4)cc(C(F)(F)F)n3n2)C1` (stereo unspecified)?
Candida biofilm: 5; cytoskel mod: 13; ERb SRC1 inh: 2; Smad3 FoxH1 inh: 2; HUVEC tox IL1B: -3; TNFa cytotox: 5; VCAM1 TNFa inh: 2

How did CCCC(=O)Nc1nc2ccc(S(N)(=O)=O)cc2s1 do in these assays?
Candida biofilm: 5; cytoskel mod: 6; ERb SRC1 inh: -6; Smad3 FoxH1 inh: -1; HUVEC tox IL1B: -27; sEH inhibitor: -8; TNFa cytotox: -14; VCAM1 TNFa inh: 12; sEH act: 7

Results for C1=CC2c3ccccc3NC(c3ccncc3)C2C1 (stereo unspecified) ?
Candida biofilm: 5; cytoskel mod: 0; ERb SRC1 inh: 40[fluorescence artefact?]; Smad3 FoxH1 inh: 13; HUVEC tox IL1B: -59; sEH inhibitor: 1; TNFa cytotox: -6; VCAM1 TNFa inh: -28; sEH act: -2

How did C/C(N)=C(/C#N)C(=O)COC(=O)CCC1CCCC1 do in these assays?
Candida biofilm: 5; cytoskel mod: -4; ERb SRC1 inh: -10; Smad3 FoxH1 inh: 10; HUVEC tox IL1B: -124; sEH inhibitor: 9; TNFa cytotox: -21; VCAM1 TNFa inh: -1; sEH act: -10

Results for O=C1CC(c2cccc(Cl)c2)Cc2nc(N3CCOCC3)ncc21 (stereo unspecified) ?
Candida biofilm: 6; cytoskel mod: -25; ERb SRC1 inh: -7; Smad3 FoxH1 inh: -2; HUVEC tox IL1B: -68; sEH inhibitor: -7; TNFa cytotox: -19; VCAM1 TNFa inh: 5; sEH act: 6

Results for CCCCOC(=O)C1=C(C)Nc2ncnn2C1c1ccc(OCC)c(OC)c1 (stereo unspecified) ?
cytoskel mod: 19; HUVEC tox IL1B: 8; sEH inhibitor: -6; TNFa cytotox: -10; VCAM1 TNFa inh: 0; sEH act: 4

Results for CCN(CC(=O)NC1CCS(=O)(=O)C1)c1ccc(S(C)(=O)=O)cc1[N+](=O)[O-] (stereo unspecified) ?
Candida biofilm: 1; cytoskel mod: -5; ERb SRC1 inh: -10; Smad3 FoxH1 inh: -4; HUVEC tox IL1B: 2; sEH inhibitor: 2; TNFa cytotox: -14; VCAM1 TNFa inh: -10; sEH act: -4

What do the screens show for `O=[N+]([O-])c1ccc(CSc2nnc(-c3cnccn3)o2)cc1`?
cytoskel mod: 12; HUVEC tox IL1B: -4; sEH inhibitor: -4; TNFa cytotox: -36; VCAM1 TNFa inh: 8; sEH act: 3

Results for O=C(NC1CCCCC1)C1CCCN(S(=O)(=O)c2cnc[nH]2)C1 (stereo unspecified) ?
Candida biofilm: 9; cytoskel mod: -1; ERb SRC1 inh: 3; Smad3 FoxH1 inh: -2; HUVEC tox IL1B: 5; TNFa cytotox: -43; VCAM1 TNFa inh: 10

How did CC1=C(C)CC(C(=O)NCCc2ccccc2)C(C(=O)O)C1 (stereo unspecified) do in these assays?
Candida biofilm: -1; cytoskel mod: 3; ERb SRC1 inh: 0; Smad3 FoxH1 inh: 6; HUVEC tox IL1B: -13; sEH inhibitor: -6; TNFa cytotox: -21; VCAM1 TNFa inh: -17; sEH act: 7

How did Cc1cccc(NC(=S)NNC(=O)CC(C)O)c1C (stereo unspecified) do in these assays?
cytoskel mod: 6; HUVEC tox IL1B: -22; sEH inhibitor: 6; TNFa cytotox: -25; VCAM1 TNFa inh: -15; sEH act: -6

What do the screens show for `COc1ccc(OCCSc2nc3ccccc3n2CC(=O)O)cc1`?
Candida biofilm: 1; cytoskel mod: 0; ERb SRC1 inh: -1; Smad3 FoxH1 inh: -9; HUVEC tox IL1B: -4; sEH inhibitor: 3; TNFa cytotox: -25; VCAM1 TNFa inh: 8; sEH act: -2

Results for CC1=C(c2ccccc2)[N+](=O)C2(CCCC2)N1[O-] ?
Candida biofilm: 8; cytoskel mod: -5; ERb SRC1 inh: 4; Smad3 FoxH1 inh: 1; HUVEC tox IL1B: -33; sEH inhibitor: -7; TNFa cytotox: -33; VCAM1 TNFa inh: 10; sEH act: 6

How did CCOC(=O)c1ccc(NC(=O)CN2C(=O)C3C4C=CC(C4)C3C2=O)cc1 (stereo unspecified) do in these assays?
Candida biofilm: 1; cytoskel mod: -4; ERb SRC1 inh: 2; Smad3 FoxH1 inh: -7; HUVEC tox IL1B: -9; sEH inhibitor: 12; TNFa cytotox: -15; VCAM1 TNFa inh: -5; sEH act: -12

What do the screens show for `CC1(C)Cc2c(sc3c2C2=NCCN2C=N3)CS1`?
Candida biofilm: 4; cytoskel mod: 8; ERb SRC1 inh: 5; Smad3 FoxH1 inh: 12[fluorescence artefact?]; HUVEC tox IL1B: 18; sEH inhibitor: 7; TNFa cytotox: -32; VCAM1 TNFa inh: 12; sEH act: -6

How did Cc1ccc(C2C(=O)N(C3CCC(C)CC3)CC(=O)N2C2CCCC2)cc1 (stereo unspecified) do in these assays?
Candida biofilm: -4; cytoskel mod: -20; ERb SRC1 inh: -9; Smad3 FoxH1 inh: 5; sEH inhibitor: 3; TNFa cytotox: 11; VCAM1 TNFa inh: 20; sEH act: -3

What do the screens show for `COc1ccc(CN2CCN(C(=O)c3ccco3)CC2)cc1`?
Candida biofilm: 7; cytoskel mod: 0; ERb SRC1 inh: -13; Smad3 FoxH1 inh: 6; HUVEC tox IL1B: -36; sEH inhibitor: -10; TNFa cytotox: -29; VCAM1 TNFa inh: 11; sEH act: 8

Results for CCOC(=O)c1c(C)[nH]c(C)c1C(=O)COC(=O)c1ccc(Cl)c(S(=O)(=O)NCc2ccccc2)c1 ?
cytoskel mod: -3; HUVEC tox IL1B: -12; sEH inhibitor: 12; TNFa cytotox: -6; VCAM1 TNFa inh: 5; sEH act: -11

Results for CCCC1S/C(=N/N=C/c2ccc(OC)cc2)N(Cc2ccc(OC)cc2)C1=O (stereo unspecified) ?
Candida biofilm: 7; cytoskel mod: -40; ERb SRC1 inh: -8; Smad3 FoxH1 inh: -6; HUVEC tox IL1B: -34; sEH inhibitor: -2; TNFa cytotox: -14; VCAM1 TNFa inh: 8; sEH act: 0

What do the screens show for `Cc1ccc(NC(=O)CN(C)C(=O)CCCN2C(=O)c3ccccc3C2=O)cc1`?
Candida biofilm: 3; cytoskel mod: 20; ERb SRC1 inh: 4; Smad3 FoxH1 inh: -7; HUVEC tox IL1B: -6; sEH inhibitor: 2; TNFa cytotox: -5; VCAM1 TNFa inh: -13; sEH act: -1

How did Cn1nnnc1SCCNS(=O)(=O)c1ccccc1 do in these assays?
Candida biofilm: 1; cytoskel mod: -20; ERb SRC1 inh: 3[fluorescence artefact?]; Smad3 FoxH1 inh: 1; HUVEC tox IL1B: 7; sEH inhibitor: 5; TNFa cytotox: -9; VCAM1 TNFa inh: 13; sEH act: -6

What do the screens show for `CCCCOC(=O)C1=C(C)Nc2ncnn2C1c1ccc(OC)c(OC)c1` (stereo unspecified)?
Candida biofilm: 6; cytoskel mod: 1; ERb SRC1 inh: -4; Smad3 FoxH1 inh: 3; HUVEC tox IL1B: 8; TNFa cytotox: -11; VCAM1 TNFa inh: 4
